# mcGAS lum: mouse cGAS inhibition by luminescence. inhibition, % at 12.5 µM. recombinant cGAS, Kinase-Glo ATP depletion luminescence. 160,000 compounds, 0.15% hits. Q8C6L5;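 also: 0% = negative control wells and 100% = reference inhibitor with no enzyme activity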
# hcGAS inh: blocks human cGAS activity; recombinant h-cGAS, ATP depletion, Kinase-Glo luminescence; Q8N884; AID 1259398; 290,000 compounds, 0.081% hits; inhibition, % at 12.5 µM;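 also: 0% = vehicle reaction and 100% = reaction without DNA for no activity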
# Target sequence (Q8N884 whole entry, looked up): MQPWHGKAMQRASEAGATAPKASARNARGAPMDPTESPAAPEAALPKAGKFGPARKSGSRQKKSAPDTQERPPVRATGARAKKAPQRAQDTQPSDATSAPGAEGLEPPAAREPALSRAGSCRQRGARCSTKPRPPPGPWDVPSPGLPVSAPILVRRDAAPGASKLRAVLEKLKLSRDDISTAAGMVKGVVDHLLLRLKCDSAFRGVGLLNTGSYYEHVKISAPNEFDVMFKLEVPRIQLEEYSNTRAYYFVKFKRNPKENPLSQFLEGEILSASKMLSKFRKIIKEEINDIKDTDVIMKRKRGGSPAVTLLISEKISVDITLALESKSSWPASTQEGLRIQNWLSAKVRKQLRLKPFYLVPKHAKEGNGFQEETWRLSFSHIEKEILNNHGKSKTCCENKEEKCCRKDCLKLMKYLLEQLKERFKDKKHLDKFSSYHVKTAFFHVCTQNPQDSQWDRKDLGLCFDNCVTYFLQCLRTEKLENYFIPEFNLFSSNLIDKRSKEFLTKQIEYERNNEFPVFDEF
# NPYLR7 ag: activates Aedes aegypti NPYLR7 receptor; HEK293T NPYLR7/Galpha15, GCaMP6s calcium fluorescence; activation, % at 10 µM; 270,000 compounds, 0.15% hits; in the data active = activation above about 40%;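 also: 0% = vehicle and 100% = reference agonist at the receptor; some compounds past the cut are filed as inactive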
# The depositor's hits bear a star; nt = no result given; & = joins results of further samples. Rule as the data show it, unless noted: active = inhibition above about 40%; inactive = the rest.
# Sequence of screens: mcGAS lum, hcGAS inh, NPYLR7 ag
- Cc1ccc(OCC2c3ccsc3CCN2C(=O)CN(Cc2ccco2)C(=O)c2ccccc2Cl)cc1 (stereo not drawn)
 : -5, -4, -3
- COCCNC(=O)c1coc(CN(Cc2ccc(F)cc2)Cc2ccc(Cl)cc2Cl)n1
 : -2, 4, 7
- CC1CCN(c2nc(Cl)nc(NCCN3CCOCC3)n2)CC1
 : -3, -4, 13
- CCN(CC)c1ncc(C(=S)N=P(N(C)C)(N(C)C)N(C)C)s1
 : -4, -3, 7
- CC(=O)Nc1ccc(CN(C)c2c(C)nc3ccc(C(=O)N(C)Cc4ccccc4)cn23)cc1
 : -1, -2, 1
- CNc1nc(N2CC[C@@](O)(COC)C(C)(C)C2)ncc1F
 : -3, 3, nt
- CCc1nc2n(n1)C(=O)C(C(c1ccc(OC)cc1)N1CCCCC1)S2 (stereo not drawn)
 : -4, 3, -2
- O=C(NC(c1cccs1)c1cccs1)C1CC12CCCC2 (stereo not drawn)
 : nt, 0, -2
- CCn1c(C2CC(=O)N(c3cccc(C(F)(F)F)c3)C2)nc2ccccc21 (stereo not drawn)
 : 1, 0, -1
- COc1cccc(C2=CCN(c3nccc(OC)n3)CC2)c1
 : nt, -10, -3
- COc1ccc2nc(N3CCN(C(=O)C4CCCN4S(C)(=O)=O)CC3)sc2c1 (stereo not drawn)
 : nt, -3, -4
- CCC1CN(Cc2noc(C)n2)CCC(=O)N1Cc1ccccc1 (stereo not drawn)
 : -2, 0, -1
- COc1nc(-c2cccs2)n(-c2cccc(NC(=O)c3ccc(F)cc3)c2)n1
 : -4, 0, 22
- CCn1cc(C(CC(=O)N2CCN(Cc3ccc4c(c3)OCO4)CC2)c2cccc(C)c2)c2ccccc21 (stereo not drawn)
 : -6, -6, nt
- Cc1cc(C)cc(N2CN=C3SCC(=O)N3C2)c1
 : -3, -9, 13
- Cc1nc2ccc(CC(=O)NCCS(=O)(=O)N(C)C)cc2[nH]1
 : -10, -7, 0
- CCN(CC)C(=O)CSc1nc2ccccc2c(=O)n1-c1ccc(F)cc1F
 : nt, -5, 2
- CSc1ncc(CN2CCC(CO)(CCOc3ccccc3)CC2)cn1
 : -5, -5, -14
- CC1Nc2ncnn2C(c2ccccc2)C1C(=O)Nc1ccc(Cl)cc1 (stereo not drawn)
 : -11, -8, 1
- COc1ccc(NC(=O)N2CCc3ccccc3C2c2ccc(F)cc2)c(OC)c1 (stereo not drawn)
 : -7, -7, -2
- Cc1nc(SCC(=O)N2c3ccccc3Sc3ccccc32)n[nH]1
 : -6, -2, -8
- Cn1c(C(=O)N2CCOCC2)cc2sc(Cl)cc21
 : -4, -5, 6
- Cc1ccc(C(C)CNC(=O)N2CCOC(C3CCCO3)C2)cc1 (stereo not drawn)
 : nt, -4, 3
- CN(C)C(=O)C(Cc1ccccc1)NC(=O)C1(C)CC1(Cl)Cl (stereo not drawn)
 : nt, -5, 11
- COc1ccc(CNC(=O)c2sc(=O)n(Cc3ccc(SC)cc3)c2C)cc1
 : nt, -8, 10
- CCOC(=O)c1nc2cc(Cl)c(Cl)cc2nc1N1CCCN(C(=O)C(C)(C)OC(C)=O)CC1
 : -5, -2, 3
- COc1ccc(OC)c(NC(=O)N2CCN(CC(OCc3ccc(C(F)(F)F)cc3)c3ccc(Cl)cc3)CC2)c1 (stereo not drawn)
 : -4, 1, 19
- CCc1c(C)nc(-n2nc(C)cc2C)n(CC(=O)Nc2ccccc2C)c1=O
 : -6, -5, 4
- Cn1c(=O)c2c(SCC(=O)Nc3nccs3)nc(-c3cccc(F)c3)nc2n(C)c1=O
 : -9, -6, -2
- CCn1cc(C(CC(=O)NCCN2CCCCC2)c2ccc(C)cc2)c2ccccc21 (stereo not drawn)
 : -7, -6, 5

# Sequence of screens: mcGAS lum, hcGAS inh, NPYLR7 ag
- Cc1nc2sc3c(NCC(C)C)ncnc3c2c2c1COC(C)(C)C2
 : nt, -4, 9
- Cc1nccn1-c1cc(NCCNC(=O)c2ccccc2F)ncn1
 : -12, -4, -18
- CCCCOC(=O)CCc1nc2ccccc2[nH]c1=O
 : nt, -4, 1
- COc1ccc(Cl)cc1CN1C(=O)C(C)Sc2ccc(C#N)cc21 (stereo not drawn)
 : nt, 10, -7
- COCc1cc(C)nc(N/N=C\c2c3ccccc3cc3ccccc23)c1C#N
 : nt, -2, -5
- Cc1ccc(S(=O)(=O)N2CCN(c3nc(Cc4ccccc4)nc4cc(Cl)ccc34)CC2)cc1
 : -4, -6, -1
- CCOCc1nc(C2CCCN2C(=O)C2CCCC2)no1 (stereo not drawn)
 : -3, 2, nt
- CCOCC(=O)Nc1cc(C)nn1-c1ncnc2c1cnn2-c1ccc(C)cc1C
 : -9, -7, 4
- CC12CCCCC1CCC1C2CCC2(C)C1CCC2(O)CNCCO (stereo not drawn)
 : nt, -8, 2
- OC(c1ccc(-c2ccccc2)cc1)c1ncc(-c2ccccc2F)[nH]1 (stereo not drawn)
 : nt, -6, -1
- CSCc1ccc(S(=O)(=O)Oc2ccc(C(=O)Cn3c(C)nn(C)c3=N)cc2)cc1
 : -3, -5, -5
- CCCCn1c(C)cn2c3c(=O)n(CC(N)=O)c(=O)n(C)c3nc12
 : -4, 1, 8
- CSc1nnc2c(n1)OC(c1ccc(Cl)cc1)Nc1ccccc1-2 (stereo not drawn)
 : -6, -10, -1
- O=C(CCCS(=O)(=O)c1ccccc1)Nc1nnc(-c2cccs2)o1
 : -8, -6, 15
- COc1cccc(CNC(=O)CCC2CCCN(C(=O)CSc3ccccc3)C2)c1 (stereo not drawn)
 : nt, -5, 4
- CN(C)c1ccc(N)cc1CN(CC1CCCO1)C(=O)C1CC1 (stereo not drawn)
 : -3, -2, 8
- Cc1ccccc1C1CC(=O)Nc2c1c(C)nn2-c1ccc(Cl)nn1 (stereo not drawn)
 : nt, 0, 0
- CCOc1ccc(CC(=O)N2CCC(c3nn(C)c(=O)n3CC)CC2)cc1
 : nt, -3, 0
- COc1cc(C(=O)Nc2ccc(C)cc2)cc(Cl)c1OC
 : nt, 8, -12
- O=C(NCc1csc(-c2ccco2)n1)C1CCc2ccccc21 (stereo not drawn)
 : nt, -7, 1
- COc1cc(F)ccc1-c1c(-c2ccccc2)ncn1CCS(C)(=O)=O
 : nt, -4, 5
- O=C(Cn1cc(COc2ccc(Cl)c(Cl)c2)nn1)NS(=O)(=O)c1ccccc1C(F)(F)F
 : nt, -6, 7
- O=C1NC(c2ccccc2)(c2ccccc2)C(=O)N1CC(=O)N(C1=CCCCC1)C1CC1
 : -12, -4, 2
- COc1ccc(CNC(=O)c2ccc(-n3nc(C)cc3C)cc2)c(OC)c1
 : -3, -5, 1
- O=C(CCc1cccnc1)N1CCn2nc(C(=O)N3CCCC3)cc2C1
 : -11, -5, -2
- Cc1ccccc1-n1c(CCc2ccccc2O)n[nH]c1=O
 : -18, -6, 31
- CC(C)N(CC(=O)N(CCc1c[nH]c2ccccc12)Cc1ccc(C(C)(C)C)cc1)C(=O)C1CCCC1
 : -7, -6, nt
- COC(=O)c1sc(N)c(C(=O)OC)c1CC#N
 : nt, -6, 3
- COc1ccc2c(c1)CCC1C2CC[C@@]2(C)C1CC[C@@H]2O (stereo partly drawn)
 : -3, -4, -9
- COc1ccc(NC(=O)N2CCCC(O)(CN(C)C)CC2)cc1Cl (stereo not drawn)
 : nt, -6, 8

# Sequence of screens: mcGAS lum, hcGAS inh, NPYLR7 ag
- CC(CCC(C)C)=NNc1ccc(S(N)(=O)=O)cc1[N+](=O)[O-]
 : nt, -6, -1
- CCN(CC)c1n[nH]c(-c2cccc(Cl)c2)n1
 : -8, -6&-6, 7&-1
- CN=c1scc(-c2ccccc2F)n1N=Cc1ccc2c(c1)OCO2
 : nt, -21, 1
- Cc1ccccc1Cn1cc(C(=O)NCc2csc(N)n2)nn1
 : -10, -4, 14
- O=C(NCCN1CCCCC1)C1CCN(c2nc3c(-c4ccccc4F)csc3c(=O)[nH]2)CC1
 : nt, -1, -6
- CC(C)C1CN(C(=O)c2cn(C3CCC(N)CC3)nn2)CCCN1CC1CC1 (stereo not drawn)
 : -16, -6, 6
- CCC1SC(c2ccc(F)cc2F)N(CCNC)C1=O (stereo not drawn)
 : -4, -2, -2
- CC(=O)c1cccc(-c2ccc3c(c2)C(C)(Cc2ccc(C(F)(F)F)o2)C(=O)N3)c1 (stereo not drawn)
 : -3, 2, 2
- Cc1[nH]c(C(=O)C(C)N2CCN(C/C=C/c3ccccc3)CC2)c(C)c1C(=O)O (stereo not drawn)
 : nt, -8, 4
- CN(C)c1ncnc2c1CCN(S(=O)(=O)c1ccc(Cl)s1)C2
 : nt, -8, 4
- O=c1c2cc(F)ccc2ncn1Cc1ncn[nH]1
 : nt, -7, 11
- O=C(Cn1cc([N+](=O)[O-])cn1)N1CCOCC1
 : nt, 1, 1
- Cc1ccc2occ(C=NN3CC(=O)NC3=O)c(=O)c2c1
 : -7, -5, -2
- Cc1ccn2c(NC(=O)C(C)C)c(-c3cccc(F)c3)nc2c1
 : -3, -2, -8
- CCOC(=O)C1CCCN(CC(=O)N2N=C(c3ccc(C)cc3)CC2c2cc(C)ccc2C)C1 (stereo not drawn)
 : -4, -4, -4
- O=C(O)CCc1ncc(-c2ccc(Cl)cc2Cl)o1
 : nt, 12, -5
- O=C(CN1C(=O)C(=O)N(C2CCCC2)C1=O)NC1CCCCCC1
 : nt, -10, 0
- O=C(c1ccc(OC(F)(F)F)cc1)N1CCN(c2c(-c3ccccc3)cnc3ncnn23)CC1
 : -5, 0, 23
- CN(CCC(=O)Nc1cc(F)ccc1F)CCC1CCOCC1
 : -10, -6, 22
- c1ccc(COCCN2CCCN3CCC[C@H]3C2)cc1
 : -17, -5, -5
- CC1C(=O)N(C)CCN1C(=O)c1ccc(Oc2ccccc2)o1 (stereo not drawn)
 : 8, 3, 2
- CCOc1ccccc1-n1c(-c2ccccc2)cc(C(=O)N2CCN(CC)CC2)c1C
 : -5, -1, 15
- CNCc1nc2scc(-c3ccccc3)c2c(=O)[nH]1
 : -1, 0, 1
- Cc1cccc(NC(=O)c2c(F)cccc2F)c1C(=O)N1CCC(C(N)=O)CC1
 : nt, 2, 16
- Cc1ccc(CN(C(=O)c2cc(C(C)C)[nH]n2)C(C)C)s1
 : nt, -5&-6, 2&9
- Cc1[nH]n(-c2ccc([N+](=O)[O-])cc2)c(=O)c1[N+](=O)[O-]
 : 6, 6, -3
- Cc1ccccc1-n1c(SCc2ccc(C(=O)O)cc2)nnc1-c1ccc([N+](=O)[O-])cc1
 : -6, -3, -1
- O=C(Cn1cnc2c(nnn2-c2ccc(Cl)cc2)c1=O)NCc1ccc2c(c1)OCO2
 : -6, -2, 0
- COC(=O)CCC(=O)N1CCC(n2c(=O)oc3c(C)cc(C)cc32)CC1
 : -8, -9, 4
- COc1ccc(CC2CCN(C(=O)Nc3ccc(OC)cc3)CC2)cc1
 : -2, 0, 1

# Filtered by structure: the entries above with a COOH group.
# Sequence of screens: mcGAS lum, hcGAS inh, NPYLR7 ag
- Cc1[nH]c(C(=O)C(C)N2CCN(C/C=C/c3ccccc3)CC2)c(C)c1C(=O)O (stereo not drawn)
 : nt, -8, 4
- O=C(O)CCc1ncc(-c2ccc(Cl)cc2Cl)o1
 : nt, 12, -5
- Cc1ccccc1-n1c(SCc2ccc(C(=O)O)cc2)nnc1-c1ccc([N+](=O)[O-])cc1
 : -6, -3, -1

# Next compounds
# Sequence of screens: mcGAS lum, hcGAS inh, NPYLR7 ag
- Cc1ccc(C(=O)N2CCC(C3(Cc4cccc(F)c4)NC(=O)N(CC(C)C)C3=O)CC2)c(C)c1 (stereo not drawn)
 : -12, -8, 23
- O=c1oc2ccccc2cc1-c1nnc(Nc2ccccc2F)s1
 : -7, -4, -8
- COc1ccc(-c2noc(CN(C)CC3CCCCO3)n2)c(OC)c1OC (stereo not drawn)
 : -10, -10, 5
- Cc1[nH]cnc1-c1nccn1CCc1cnn(-c2ccccc2)c1
 : -19, -8, 17
- C=c1ccccc1=C1NN=C(c2nnn(-c3ccccc3C)c2C)O1
 : -5, 3, 1
- CCC(NC(=O)C1(Nc2ccc(C)cc2)CCCC1)c1cnn(C)c1 (stereo not drawn)
 : nt, -2&-1, 12&-2
- Cc1csc(SCC(=O)N(C)Cc2ccc(F)cc2)n1
 : nt, -3, 3
- Cc1ccccc1C(=O)Nc1sc2c(c1C(=O)N1CCN(C)CC1)CCC2
 : -3, -6, 6
- CCCOc1ccc(C(=O)NCC2COc3ccccc3O2)cc1 (stereo not drawn)
 : nt, -4, -10
- O=C(Nc1ccc(N2CCN(C(=O)c3ccc(OC(F)F)cc3)CC2)nc1)c1ccco1
 : -5, 0, -2
- CCCn1c(Br)nc2c1c(=O)n(C)c(=O)n2C
 : -11, -2, -5
- CC(C#N)c1cccc(C(=O)N2CCN(Cc3ccc(-c4noc(-c5cccc(C(F)(F)F)c5)n4)cc3)CC2)c1 (stereo not drawn)
 : -3, -2, 2
- CC(C)NC(=O)Cn1cnc2cc(-c3ccc(Cl)cc3)sc2c1=O
 : nt, -3, 3
- O=S(=O)(Cc1ccccc1)c1nnnn1-c1ccccc1
 : nt, -4, 18
- COc1ccc(OC)c(S(=O)(=O)N2CCN(c3ccc(NC(=O)c4ccc(F)cc4)cn3)CC2)c1
 : -6, -5, 7
- CCN(CCc1nc2c(C)cccc2[nH]1)C(=O)c1nn(C)c2c1CCCC2
 : -16, -7, 5
- CC(C)CCCC1CN(C(=O)CCn2cncn2)CCO1 (stereo not drawn)
 : nt, -12, 5
- COc1ccc(-c2csc(NC(=O)c3cc(Cl)ccc3[N+](=O)[O-])n2)cc1
 : -7, -4, -3
- CN(Cc1ccon1)C(=O)c1ccccc1-c1nc(-c2ccccc2)no1
 : nt, -9, 3
- COCCN1C(=O)c2ccccc2C1Nc1ccc(C(=O)N2CC3(C)CC2CC(C)(C)C3)cc1 (stereo not drawn)
 : -3, 0, nt

# Part of the list above, tab-delimited:
Structure	mcGAS lum	hcGAS inh	NPYLR7 ag
CCN(CCc1nc2c(C)cccc2[nH]1)C(=O)c1nn(C)c2c1CCCC2	-16	-7	5
CC(C)CCCC1CN(C(=O)CCn2cncn2)CCO1 (stereo not drawn)	nt	-12	5

# From PubChem
